CatB block – human cathepsin B inhibition; purified cathepsin B, fluorogenic substrate, fluorescence; inhibition, %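 (tested at 10 µM)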; 0.1% of 63,000 active; in the data active = inhibition above about 21%;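 note: 0% = enzyme with no compound and 100% = no enzyme blank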
E coli RNAP – inhibitors of Escherichia coli RNA polymerase; P0A8V2; E. coli RNA polymerase, fluorescence transcription assay; inhibition, %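 (tested at 10 µM)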; 0.2% of 62,000 active; AID 559; in the data active = inhibition above about 20%;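 note: 0% = enzyme without compound and 100% = no enzyme blank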
DUSP1 inh – inhibitors of human MKP-1 phosphatase | recombinant MKP-1, OMFP hydrolysis fluorescence | inhibition, %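 (compounds tested at a single concentration somewhere between 10 and 100 µM)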 | 0.15% of 65,000 active | P28562 | AID 374;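 active = inhibition above about 50%, limit read from the data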;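 note: 0% = DMSO max control wells and 100% = wells with enzyme stopped by NaOH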
Target sequence (P28562 whole entry, looked up): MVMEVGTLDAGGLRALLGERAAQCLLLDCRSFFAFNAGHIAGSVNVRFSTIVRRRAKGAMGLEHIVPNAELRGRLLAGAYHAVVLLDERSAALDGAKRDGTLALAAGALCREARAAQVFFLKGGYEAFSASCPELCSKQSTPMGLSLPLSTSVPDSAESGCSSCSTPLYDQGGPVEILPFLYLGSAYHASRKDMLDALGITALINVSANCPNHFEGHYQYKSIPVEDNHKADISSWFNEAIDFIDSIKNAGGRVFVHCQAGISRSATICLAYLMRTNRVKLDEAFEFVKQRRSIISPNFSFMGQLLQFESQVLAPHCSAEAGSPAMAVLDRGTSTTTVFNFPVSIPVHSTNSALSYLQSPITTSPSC
Cdc25B inh – human M-phase inducer phosphatase 2 inhibition. 0.1% of 65,000 active. inhibition, %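 (compounds tested at 10 µM final in the well)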. recombinant Cdc25B, OMFP fluorescence Ex485/Em525. AID 368. P30305; in the data active = inhibition above about 50%
Target sequence (P30305 whole entry, looked up): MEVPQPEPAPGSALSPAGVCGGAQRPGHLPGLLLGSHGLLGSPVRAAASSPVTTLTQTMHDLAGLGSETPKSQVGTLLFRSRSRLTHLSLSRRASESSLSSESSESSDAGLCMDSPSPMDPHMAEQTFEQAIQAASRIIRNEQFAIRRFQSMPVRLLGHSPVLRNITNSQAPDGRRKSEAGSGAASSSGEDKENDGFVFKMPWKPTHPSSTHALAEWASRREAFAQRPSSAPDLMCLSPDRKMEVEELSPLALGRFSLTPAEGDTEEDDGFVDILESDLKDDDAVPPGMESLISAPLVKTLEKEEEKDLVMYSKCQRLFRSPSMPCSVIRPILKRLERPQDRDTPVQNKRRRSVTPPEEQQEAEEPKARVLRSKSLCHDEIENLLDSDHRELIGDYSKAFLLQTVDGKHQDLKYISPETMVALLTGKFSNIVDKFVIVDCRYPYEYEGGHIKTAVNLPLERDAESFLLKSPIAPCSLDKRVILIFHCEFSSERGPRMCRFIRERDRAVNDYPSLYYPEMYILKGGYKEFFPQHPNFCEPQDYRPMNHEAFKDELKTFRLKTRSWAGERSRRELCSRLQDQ
D1 allo mod – allosteric modulators of human D1 dopamine receptor; P21728; HEK293 D1, CRE-luciferase, dopamine EC30 potentiation; actives deviate in either direction; B-score at 10 µM; 5.9% of 58,000 active; AID 641;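 active = luminescence count or its row- and column-corrected plate score outside the 99.7% band of the plate's sample wells, on either side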
AP complement – orthogonal test for alternative complement pathway inhibitors; inhibition, % at 5 µM; 0.08% of 62,000 active; Human serum alternative complement pathway, LPS-coated ELISA, C3 deposition; tested in compound mixtures; AID 1235;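 active = inhibition above 30% in each of the two pooled mixtures holding the compound, so the lower value exceeds 30%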;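 note: 0% = serum in Mg-EGTA without compound and 100% = EDTA serum blank; some compounds past the cut are filed as inactive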
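Test system: human serum alternative complement pathway, C3 deposition on LPS-coated wells; also added: Plate-bound LPS; doses: 5 µM per compound in ten-compound mixtures; schedule: 1 h at 37 °C; detection: Anti-C3 ELISA, OD 450 nm; evaluation: percent inhibition of C3 deposition onto LPS; repeats: two pool placements per compound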
tolC growth inh – E. coli tolC mutant growth inhibition. E. coli BW25113 tolC mutant growth, OD615. growth inhibition, % at 10 µM (by protocol). 2.2% of 65,000 active;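 active = growth inhibition at or above a cutoff equal to the mean over every tested compound plus 3 SD, cut at about 60% in these data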;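 note: growth measured after 20 h incubation at 37 °C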
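test system = E. coli BW25113 ΔtolC::kan bacteria | medium = LB with kanamycin 50 µg/mL | signal = OD at 615 nm | schedule = 37 °C, 20 h exposure | evaluation = % inhibition of E. coli growth | compound dosing = one dose of 10 µM final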
Hsp90 block – displaces geldanamycin probe from tumor Hsp90; P07900; AID 429; NCI-N417 lysate Hsp90, Cy3B-geldanamycin FP displacement; inhibition, % at 30 µM; 0.35% of 64,000 active;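 active = inhibition above 50%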;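 note: 0% = tracer plus lysate wells and 100% = tracer alone without lysate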
CatB mixtures – inhibitors of human cathepsin B in compound mixtures. P07858. Purified cathepsin B, AMC dipeptide fluorescence. inhibition, %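 (ten-compound pools at 5 µM per compound and 50 µM total)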. 0.06% of 62,000 active; in the data active = inhibition above about 22%, passing the limit was not always enough;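 note: 0% = enzyme without compound and 100% = no enzyme blank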
Numbers without * were called inactive; · = not tested or not shown.

SMILES	CatB block	E coli RNAP	DUSP1 inh	Cdc25B inh	D1 allo mod	AP complement	tolC growth inh	Hsp90 block	CatB mixtures
CCc1nc(-c2ccc(-c3ccc(OC)cc3)nc2OC)no1	3.1	0.3	21.0	-4.9	-1.15	18.6	17.1	-1.5	0.2
CCCOc1ccccc1NC(=O)c1ccc(N)cc1	2.9	3.0	-6.6	-3.8	3*	13.6	-0.5	-0.1	8.5
COC(=O)CSc1nc(-c2ccccc2)cc(-c2ccco2)c1C#N	-0.3	6.7	-13.7	4.3	-2.32	2.2	-2.2	-7.9	1.3
O=C(NCc1ccco1)c1ccc2c(=O)n(CCC3=CCCCC3)c(=O)[nH]c2c1	-0.8	-1.2	8.4	1.6	-1.78	24.4	-9.1	-2.8	1.7
Cc1ccnc(NC(=O)CCC(=O)N(CC(=O)NCCc2ccccc2)Cc2ccco2)c1	-2.4	4.2	26.1	-7.1	0.308	14.0	3.4	-5.2	3.7
CCCCCn1c(N(C)Cc2ccccc2)nc2c1c(=O)[nH]c(=O)n2C	2.2	7.7	3.8	2.4	14.1*	15.3	13.0	-0.7	3.6
CCCCNc1nc2ccccc2n1CC(=O)N1CCc2ccccc2C1	2.3	5.2	22.3	1.6	-0.316	11.5	0.7	0.7	1.9
O=C1c2ccccc2NC(c2ccccn2)N1c1ccc(Cl)cc1 (stereo not drawn)	-1.8	-2.2	-7.9	-10.9	·	11.3	19.4	-5.5	-3.8
Cc1cc(Oc2ccccc2)nc(OCC#N)n1	-1.1	2.6	-4.3	-10.3	2.87	-0.6	0.3	-3.9	-2.5
CCOC(=O)Nc1sc(NS(=O)(=O)c2ccccc2)nc1C	2.5	9.2	1.5	-6.1	-0.045	9.9	-0.9	-0.2	3.3
CC(C)(C)NC(=O)CN(C(=O)CS(=O)CC(=O)Nc1ccc(F)cc1)c1ccc(Cl)cc1 (stereo not drawn)	-2.4	-6.7	16.2	-10.3	-0.0876	8.0	1.6	-1.1	-2.8
COCCn1c(C23CC4CC(CC(C4)C2)C3)n[nH]c1=S	-4.4	3.4	-12.1	-11.1	1.17	8.2	24.7	0.4	5.2
Cc1noc(C)c1S(=O)(=O)NCCCN1CCN(Cc2ccccc2)CC1	-2.4	0.5	20.4	3.6	0.18	4.7	-12.6	-3.2	2.5
Cc1c(NCc2nc3ccccc3[nH]2)c(=O)n(-c2ccccc2)n1C	-0.7	-12.1	6.6	-10.1	0.195	30.0	-1.2	·	-1.8
CCOC(=O)c1sc(C)c2c(=O)n(CC)nnc12	4.7	7.2	8.8	3.9	1.75	-0.6	-11.2	-3.0	4.9
COCc1nnc(NC(=O)CSc2ccc(C)cc2)s1	9.7	·	20.8	-19.9	0.195	4.3	5.6	-4.8	4.7
Cn1c(CNC(=O)c2ccc(F)cc2)nc2ccccc21	5.6	2.0	11.5	2.3	-0.0295	-3.6	-6.5	1.7	5.6
OCc1nc2ccccc2n1CC(O)COc1ccccc1 (stereo not drawn)	4.6	-1.1	-11.0	5.6	-0.447	8.8	0.0	0.3	-0.6
COCCNc1nc2c(c(=O)n(C)c(=O)n2C)n1Cc1cccc(C(F)(F)F)c1	-4.6	-10.8	-11.8	-26.9	·	·	15.0	-0.4	·
CCC(c1nnnn1Cc1ccc2c(c1)OCO2)N1CCN(c2ccc(OC)cc2)CC1 (stereo not drawn)	-0.9	·	-9.1	-18.4	-1.39	6.0	12.2	2.4	-2.9
O=C(CSc1nnc(CNc2ccc(F)cc2)n1Cc1ccco1)N1CCCC1	1.9	-5.0	26.1	-6.0	-0.67	-13.4	-10.0	-2.8	-5.8
CN(C)Cc1cc(C(C)(C)c2cc(CN(C)C)c(O)c(CN(C)C)c2)cc(CN(C)C)c1O	12.5	12.0	1.0	-2.6	-0.883	5.2	-8.4	-8.3	3.3
CC(C)NC(=O)CN(C)S(=O)(=O)c1ccc(F)cc1	12.5	11.7	-4.2	-7.8	-1.02	-1.5	-21.5	-4.3	0.5
CCN1C(=O)c2cccc3c(S(=O)(=O)NCc4ccco4)ccc1c23	2.6	-6.5	-3.2	6.1	·	-12.8	15.2	17.4	-2.3
Cc1nc2ccccc2c2c1C(=O)N(C(C)C)C2=O	1.9	-2.1	10.6	-9.1	2.18	6.8	6.7	1.7	1.7
(listing goes on)
SMILES	CatB block	E coli RNAP	DUSP1 inh	Cdc25B inh	D1 allo mod	AP complement	tolC growth inh	Hsp90 block	CatB mixtures
CC(C)c1ccc(-c2nnn(Cc3nc4ccccc4s3)n2)cc1	5.6	9.4	30.2	-14.7	1.48	-8.4	80.0*	2.5	-0.4
O=C(Nc1cccnc1)c1ccc(Oc2ccccc2)cc1	0.2	5.8	4.3	-4.8	-6.38*	-2.2	37.3	3.0	2.5
Clc1ccc2oc(-c3ccccn3)nc2c1	1.0	8.9	-12.5	-1.4	-0.54	38.1*	-4.5	-3.4	0.1
O=C(NCc1ccccn1)c1cc(-c2ccccc2)on1	-0.1	9.7	-17.7	-0.1	0.597	-3.3	3.6	0.7	1.1
O=C(Nc1nc(-c2ccccn2)cs1)C1COc2ccccc2O1 (stereo not drawn)	3.0	11.4	6.4	-9.8	·	11.7	100.0*	-2.3	0.9
CCc1nc(SC)[nH]c(=O)c1C	-0.4	3.0	-8.1	-11.3	·	0.3	-7.9	1.3	3.0
CSCc1nnc(NC(=O)c2ccc(S(=O)(=O)N(CC(C)C)CC(C)C)cc2)o1	5.0	5.8	-8.8	2.5	0.114	6.5	99.1*	-2.0	1.0
CCn1cc(C(=O)NC2CCCCC2)c(=O)c2cc(S(=O)(=O)N(C)C)ccc21	9.3	1.7	6.0	-6.4	1.22	15.4	-9.9	-0.5	8.5
CCN(CC)c1ccc(/C=N/n2c(=S)[nH]nc(C)c2=O)cc1	7.2	3.5	17.1	0.4	-1.1	19.1	-3.6	1.8	1.7
CC1=C(C(=O)OCC2CCCO2)C(c2ccc(C)o2)C2=C(CC(c3ccc(N(C)C)cc3)CC2=O)N1 (stereo not drawn)	-2.2	4.4	20.9	-9.1	-1.42	1.1	17.1	-10.7	0.7
CSCCC(NC(=O)c1ccccc1)c1nc(-c2ccccc2)no1 (stereo not drawn)	1.7	4.6	12.5	-2.6	0.527	3.5	-15.4	0.7	0.9
CC(=O)NC(C)C(=O)OCc1ccc(Cl)cc1Cl (stereo not drawn)	-3.0	7.4	-7.8	-4.7	·	3.8	-1.3	-1.8	0.9
O=C1CCCc2c1nn(-c1ccccc1)[n+]2[O-]	5.3	6.9	-1.1	-3.1	0.251	3.7	-14.5	-3.9	4.6
CN(C)/C=C/c1c(C#N)c(=O)ncn1Cc1ccccc1	0.1	6.5	-9.6	-9.6	-0.128	-3.8	2.2	-0.7	4.4
CCCCN(C(=O)c1ccco1)c1nnc(-c2cc(OC)c(OC)c(OC)c2)s1	-0.3	6.3	15.3	-8.2	1.68	-0.8	-11.9	2.6	-2.9
CCCc1cc(C(=O)Cc2ccc(C(=O)OCC)o2)c(O)cc1O	-0.5	-7.7	21.6	28.0	0.815	24.2	65.5*	-1.8	-0.7
COc1ccccc1-n1nc(C(=O)NCc2ccco2)c2ccccc2c1=O	-0.9	-2.7	21.1	-10.1	-0.782	11.6	-5.0	0.8	-2.8
O=C1NCCCC1C(=O)Nc1ccccn1 (stereo not drawn)	7.7	4.2	21.6	6.1	0.422	2.0	·	-3.1	8.7
CCOc1cccc(NC(=O)c2ccc(S(=O)(=O)N3CCCC3)cc2)c1	-0.4	1.5	16.1	-3.1	-0.605	14.0	14.3	0.1	-1.1
Cc1cc(C)c2nc(-c3ccccn3)cc(C(=O)NCc3ccco3)c2c1	1.7	3.1	15.2	3.2	0.012	-5.7	11.3	-7.7	-3.9
COC(=O)C1=C(C)NC(=O)NC1c1ccccc1 (stereo not drawn)	7.3	3.3	2.5	-4.0	·	-11.9	-7.6	-1.6	5.6
CCOC(=O)c1cnc2nc(COc3ccccc3)[nH]n2c1=O	-2.9	2.8	-14.2	1.2	0.829	20.9	-10.9	-6.8	7.4
O=c1c2ccccc2nc2n1CCN2	-3.3	-9.2	7.0	-4.3	0.815	10.2	-12.6	-2.9	-2.6
O=C(NCCN1CCCC1)c1ccc2c(=O)n(CCc3ccccc3)c(=O)[nH]c2c1	3.6	2.3	-4.2	3.8	-3.73*	11.7	3.5	·	1.4
Cc1ccc(OCC(=O)N2CCCCCC2)c(C)c1	1.1	0.3	1.1	-7.7	-0.425	23.0	-5.2	-5.1	2.0
(list continues)
SMILES	CatB block	E coli RNAP	DUSP1 inh	Cdc25B inh	D1 allo mod	AP complement	tolC growth inh	Hsp90 block	CatB mixtures
Cc1cc(C)n2c(SCC(=O)Nc3ccccc3)nnc2n1	-0.6	4.8	11.0	-2.5	0.641	14.9	-18.6	-1.8	6.4
Cn1c(C(=O)O)c(CC(=O)Nc2ccc(F)cc2F)c2ccccc21	1.3	4.2	-19.8	-0.9	-0.0148	7.1	16.3	-0.4	1.4
FC(F)(F)c1cnc(Nc2ccc(N3CCOCC3)cc2)c(Cl)c1	11.6	12.2	-0.4	-9.8	-0.213	2.6	9.1	18.3	0.3
CCNC(=O)C1CC(=O)N(Cc2ccc3c(c2)OCO3)C(=Nc2ccc(F)cc2)S1 (stereo not drawn)	2.8	19.9	4.0	-2.6	-0.0117	-2.2	0.2	-2.3	-6.6
COc1cccc(S(=O)(=O)N2CCN(c3ccccc3F)CC2)c1	2.5	0.4	-0.1	-4.7	-0.513	10.7	34.6	1.0	-1.7
CC(=O)c1ccc(-n2nncc2C(C)(C)C)cc1	-2.2	0.3	1.6	-10.0	-0.215	13.1	-7.3	·	0.9
CC(C)(C)Cc1nnc(NS(=O)(=O)Cc2ccccc2)s1	0.5	-10.3	10.4	-2.6	0.0757	24.6	-5.3	-3.0	-12.3
Cc1ccnc(NC(=O)c2cc(S(=O)(=O)N3CCCCC3)ccc2Cl)c1	2.4	3.3	15.9	-0.7	0.592	14.5	5.2	-3.0	2.5
CC1(C)CC(=O)c2cnc(NC(=O)Cc3ccc(Cl)cc3)nc2C1	2.0	13.8	-8.9	2.8	0.496	5.7	13.4	3.0	1.3
Nc1nc2n(n1)C1(CCCCC1)C1=C(CCCC1)N2	39.1*	5.4	40.8	8.6	-0.037	6.5	-2.5	19.9	68.9*
CCn1c(SCC(=O)Nc2nc(-c3ccccc3)cs2)nnc1-c1ccccc1	-1.7	0.7	10.4	11.5	-2.04	10.4	32.9	4.3	-3.9
Cc1cc(C)n(-c2cc(-n3nc(C)cc3C)ncn2)n1	-1.5	6.7	14.2	-5.1	1.54	11.5	-6.9	-2.1	3.2
CCN(CC)C(=O)C1CCCc2c1[nH]c1ccc(Cl)cc21 (stereo not drawn)	2.1	11.9	3.3	-0.3	-0.599	7.1	22.4	-1.3	10.2

Bioassay records deposited in PubChem BioAssay by several laboratories.
